# Screens (PubChem)
# VHR inh abs = DUSP3 (human) phosphatase inhibition | inhibition, % at 13.3 µM | recombinant VHR phosphatase, pNPP absorbance | 290,000 tested, 0.52% active | AID 1654; in the data active = inhibition above about 50%; also: some compounds called inactive have numbers as strong as hits
# 3CLpro inhibitor = SARS-CoV 3CLpro protease inhibition; recombinant SARS-CoV 3CLpro, quenched FRET peptide cleavage; inhibition, % at 6 µM; 290,000 tested, 0.14% active; AID 1706; in the data active = inhibition above about 12%
# BoNT F protease = inhibitors of Botulinum neurotoxin F light chain protease; 360,000 tested, 0.22% active; inhibition, % at 10 µM; Multiplex microsphere protease cleavage assay, flow cytometry; in the data active = inhibition above about 35%, passing the limit was not always enough; inconclusive = no clear call, values can overlap the other calls; also: plate controls were buffer without enzyme for full effect and enzyme alone for no effect
# Rv3671c protease = inhibits the M. tuberculosis serine protease Rv3671c | P9WHR9 | inhibition, % at 5.96 µM | 320,000 tested, 0.048% active; in the data active = inhibition above about 38%;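 also: extracellular domain of Rv3671c used as enzyme; 0% = enzyme with DMSO and 100% = no enzyme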
# MazEF act = activators of E. coli MazEF toxin-antitoxin RNase. 350,000 tested, 0.32% active. P0AE70. FAM/BHQ RNA-DNA oligo cleavage fluorescence, 5 h. activation, % at 20 µM; in the data active = activation above about 50%
# Target sequence (P0AE70 whole entry, looked up): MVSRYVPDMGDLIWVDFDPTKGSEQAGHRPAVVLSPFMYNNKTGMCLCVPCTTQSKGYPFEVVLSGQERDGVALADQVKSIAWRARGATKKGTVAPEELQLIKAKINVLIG
# SSB-PriA inh = inhibitors of Klebsiella pneumoniae PriA binding to SSB C-terminal tail | AlphaScreen SSBct-PriA binding, biotinylated peptide | inhibition, % at 33 µM | 430,000 tested, 0.6% active | AID 1272365; in the data active = inhibition mostly above about 37%, no sharp cut-off; inactive = mostly below about 20%;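 also: plate controls were negative control peptide for no effect and reference peptide for full effect; strong numbers were not always called active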
# PrPC surface inh = inhibitors of human cell surface prion protein PrPC | TR-FRET read-out | inhibition, % at 13.8 µM | 370,000 tested, 0.43% active; in the data active = inhibition above about 24%; also: 0% = median of the test wells and 100% = reference compound wells
# Anthrax LF inh2 = blocks Bacillus anthracis lethal factor protease. P15917. multiplex microsphere protease cleavage assay, LF. inhibition, % at 10 µM. 360,000 tested, 0.12% active; also: plate controls were buffer without enzyme for full effect and enzyme alone for no effect
# Target sequence (P15917 whole entry, looked up): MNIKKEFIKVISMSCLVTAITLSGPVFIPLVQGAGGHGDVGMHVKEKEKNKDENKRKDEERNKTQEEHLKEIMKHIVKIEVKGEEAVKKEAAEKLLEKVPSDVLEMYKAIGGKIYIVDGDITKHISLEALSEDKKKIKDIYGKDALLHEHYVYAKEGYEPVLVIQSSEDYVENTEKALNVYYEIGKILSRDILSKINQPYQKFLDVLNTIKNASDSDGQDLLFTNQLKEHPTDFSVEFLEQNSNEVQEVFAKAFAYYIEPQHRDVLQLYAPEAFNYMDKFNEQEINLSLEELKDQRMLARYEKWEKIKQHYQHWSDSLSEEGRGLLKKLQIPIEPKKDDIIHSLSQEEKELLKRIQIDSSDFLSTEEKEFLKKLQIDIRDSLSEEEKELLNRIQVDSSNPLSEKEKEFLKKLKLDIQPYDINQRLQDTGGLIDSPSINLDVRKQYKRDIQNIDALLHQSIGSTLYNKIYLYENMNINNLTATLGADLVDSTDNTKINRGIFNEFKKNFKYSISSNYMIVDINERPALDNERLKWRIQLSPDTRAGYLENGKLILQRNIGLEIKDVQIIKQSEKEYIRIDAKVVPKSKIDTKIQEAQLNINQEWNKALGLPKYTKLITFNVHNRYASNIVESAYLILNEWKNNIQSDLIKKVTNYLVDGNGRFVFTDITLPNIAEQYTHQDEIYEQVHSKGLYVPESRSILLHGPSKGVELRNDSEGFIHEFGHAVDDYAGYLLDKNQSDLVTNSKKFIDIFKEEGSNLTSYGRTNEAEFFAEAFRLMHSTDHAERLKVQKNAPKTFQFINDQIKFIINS
# BoNT A protease = inhibitors of Botulinum neurotoxin A light chain protease; multiplex microsphere protease substrate cleavage, flow cytometry; inhibition, % at 10 µM; 360,000 tested, 0.17% active; also: plate controls were buffer without enzyme for full effect and enzyme alone for no effect
# CCHFV vOTU inh = CCHFV vOTU protease inhibition; Pep-AMC fluorescence; inhibition, % at 11.5 µM; 370,000 tested, 0.55% active; AID 651958; in the data active = inhibition above about 30%; also: 0% = vehicle wells with enzyme and 100% = no enzyme wells
# An asterisk follows results filed as active; ? = inconclusive; . = no result given; & = joins results of further samples. Rule as the data show it, unless noted: active = inhibition above about 30%; inconclusive = no clear call, values can overlap the other calls; inactive = below that. These rows are one share of the data (hit frequency here may not be typical).
Compound	VHR inh abs	3CLpro inhibitor	BoNT F protease	Rv3671c protease	MazEF act	SSB-PriA inh	PrPC surface inh	Anthrax LF inh2	BoNT A protease	CCHFV vOTU inh
O=C(CNS(=O)(=O)c1ccccc1Br)OCC(=O)N1CCc2ccccc21	21	0	-6	-7	0	-7	-2	-2	-0.2	7
CCc1ccc(/C=C/c2c([N+](=O)[O-])c(=O)n(C)c(=O)n2C)cc1	91	-3	-12	-4	-8	0	4	-8	-1.6	-9
COc1cc(CCC(=O)NNC(=O)c2ccc(Cl)cc2)cc(OC)c1OC	-3	5	-2	1	2	-7	2	15	-3.1	-6
O=C(Nc1ccccc1C(=O)Nc1ccncc1)c1ccccc1	17	-2	0	-1	12	-5	4	0	-0.1	12
Cc1ccc(NC(=O)CN2CCC(C(=O)c3ccc4c(c3)OCCO4)CC2)cc1	-12	0	1	2	2	-14	-5	-1	0.7	-5
Cc1cccc(C)c1Nc1c(-c2ccccn2)nc2ccccn12	16	4	-2	9	0	64	11	-6	-3.4	12
CC(C)Cn1cnc2c(SCc3ccc(Cl)cc3)nc(N)nc21	.	.	-12	.	-6	5	14	-6	-0.2	8
CCCCC1(C)NC(=S)N2N1C(=S)NC2(C)CCCC (centres undefined)	-7	1	3	0	-1	7	8	-5	0.6	18
CCOc1ccc(-c2cc(C(=O)OC)nc3c2c(=O)n(C)c(=O)n3C)cc1	21	-2	0	1	11	-9	0	-2	-0.7	-54
CCOc1ccccc1OCC(=O)Oc1ccc(C)c(C)c1	-19	1	?	-5	-3	-25	3	-10	-2.4	3
COC(=O)[C@@H](Cc1c[nH]c2ccccc12)NC(=O)C1CCCN(S(=O)(=O)c2ccc(C)cc2)C1 (some centres undefined)	33	-1	14	.	1	11	4	-11	1.4	-5
Cc1ccc(-n2c(NN)nc3ccccc3c2=O)c(C)c1	-7	0	-9	-2	0	8	-5	-4	0.0	-3
O=C(NCc1ccccc1Cl)c1[nH]c(C(F)(F)F)nc1-c1ccccc1	.	.	1	.	.	.	4	1	0.2	-4
O=C(c1cc(C(=O)NCc2ccccc2)c(=O)n(Cc2ccccc2)c1)c1cc(Br)ccc1O	-3	3	2	-35	-19	-15	5	-1	0.4	7
Cc1cccc(C(=O)NCC(=O)N2CCCC2)c1	-4	-1	3	-6	10	0	-3	1	2.7	2
CCOC(=O)c1ccc(N2C(=O)c3n[nH]c(C)c3C2c2ccccn2)cc1 (centres undefined)	-8	-7	4	1	9	-4	1	-1	-0.7	-5
C[C@H](NC(=O)CCCn1nnc2ccccc2c1=O)C(=O)O	26	1	-6	-5	-2	-7	-1	0	-0.8	-5
COc1ccc(OC)c(NC(=O)CN(Cc2ccccc2)S(C)(=O)=O)c1	15	3	-9	6	1	-7	6	-8	-1.3	-2
CN(C)CCCN(C(=O)c1ccc(C(=O)c2ccccc2)cc1)c1nc2cc3c(cc2s1)OCO3	-5	3	0	-10	-5	44*	-22	-5	-3.4	-1
Cc1ccc(-c2noc(CCCC(=O)NC3CCCCC3)n2)cc1	-30	0	8	-13	2	-13	9	-1	2.2	5
N#C/C(=C\c1cc(O)c(O)c(O)c1)C(N)=O	22	-1	-42	8	22	7	-10	-5	-7.9	20
Cc1cc(NC(=O)c2c(C)noc2C)no1	13	-1	-4	6	-1	-3	5	6	-0.2	-8
CCOc1cc(/C=C2\SC(=S)N(NS(=O)(=O)c3ccccc3)C2=O)ccc1O	.	0	-24	-67	-95	-4	-29	-20	1.1	12
O=C(c1cccs1)N1CCN(CCCc2ccccc2)CC1	7	-7	-4	-14	-4	-16	-5	-2	-2.4	-2
CCCCCn1c(N)c(-c2nc3ccccc3s2)c2c([N+](=O)[O-])nn(CC)c(=O)c21	27	1	-13	0	2	-2	-4	-19	-8.1	0
Cn1cccc1C(=O)OCC(=O)Nc1cccc(S(=O)(=O)N2CCOCC2)c1	-15	-2	2	-8	-3	-5	9	-3	0.9	-10
O=C(NCCC1=CCCCC1)c1ccc2c(c1)N(Cc1ccccc1)C(=O)CS2	-6	2	4	-14	5	-3	20	-4	-0.2	7
Cn1cnnc1SCc1ccc(C#N)cc1Cl	14	-5	-7	-11	6	-13	9	0	0.7	-1
Cc1ccc(C(C)C)c(OCC(=O)NCC(c2cccs2)N2CCOCC2)c1 (centres undefined)	.	.	0	3	4	-3	8	-4	-0.7	2
O=C(Nc1ccccc1N1CCCC1)c1ccccc1Cl	4	7	-22	-4	5	-5	-1	-19	-2.0	20

# Already shown: an excerpt of the list.
Compound	VHR inh abs	3CLpro inhibitor	BoNT F protease	Rv3671c protease	MazEF act	SSB-PriA inh	PrPC surface inh	Anthrax LF inh2	BoNT A protease	CCHFV vOTU inh
CCCCC1(C)NC(=S)N2N1C(=S)NC2(C)CCCC (centres undefined)	-7	1	3	0	-1	7	8	-5	0.6	18
CCOc1ccc(-c2cc(C(=O)OC)nc3c2c(=O)n(C)c(=O)n3C)cc1	21	-2	0	1	11	-9	0	-2	-0.7	-54
CCOc1ccccc1OCC(=O)Oc1ccc(C)c(C)c1	-19	1	?	-5	-3	-25	3	-10	-2.4	3

# Continuation:
Compound	VHR inh abs	3CLpro inhibitor	BoNT F protease	Rv3671c protease	MazEF act	SSB-PriA inh	PrPC surface inh	Anthrax LF inh2	BoNT A protease	CCHFV vOTU inh
CC1=C(C(=O)OC(C)C)C(C2CC=CCC2)NC(=O)N1 (centres undefined)	-9	0	-15	1	-4	-13	9	-8	-1.4	1
CCN(C(=O)COC(=O)c1sccc1C)c1c(N)n(Cc2ccccc2)c(=O)[nH]c1=O	.	.	-4	1	2	-9	6	1	?	4
CC1CCN(C(=O)C2c3ccccc3C(=O)N3CCc4ccccc4C23)CC1 (centres undefined)	-2	-4	1	6	3	-11	-5	0	2.6	-5
O=C(Nc1nnc(CC2=CCCCC2)s1)c1cccs1	5	6	-19	-10	1	-12	7	0	-0.4	9
C[C@H](CO)N1C[C@H](C)[C@H](CN(C)S(=O)(=O)c2ccc3ccccc3c2)OCc2cnnn2CCCC1=O	.	.	0	.	-4	.	-4	1	-0.3	-5
COc1cc(S(=O)(=O)N2CCCCC2)ccc1NC(=O)Cc1ccccc1	23	7	-4	3	-20	-5	.	-5	-0.1	.
Cc1ccc2nc(C)c3c(c2c1)OC(C(C)(Cl)Br)C3 (centres undefined)	19	2	0	11	5	-11	3	-2	0.1	-4
CCC(NC(C)C)C(O)c1ccc(O)c(O)c1 (centres undefined)	-7	4	-11	-2	11	-6	-16	-6	-0.5	-7
CCC(C)c1c(O)nc(SCc2ccccc2)[nH]c1=O (centres undefined)	0	4	-10	2	-2	1	4	-3	-1.4	1
Cc1cn([C@H]2C[C@H](O)[C@@H](CNCc3ccc(Oc4cc(-n5cccn5)ncn4)cc3)O2)c(=O)[nH]c1=O	.	.	-6	.	8	.	-11	-3	-0.5	-10
CCc1ccc(-c2nc(CS(=O)CC(=O)NCCN3CCCCCC3)c(C)o2)cc1 (centres undefined)	-2	-2	-14	-11	-2	14	10	1	0.3	-1
Cn1c(Cn2nnc3ccccc32)nnc1SCC(=O)Nc1nccs1	-2	0	2	-2	3	-14	-1	-2	-0.7	4
CSCc1ccc(C(=O)NCCSc2ccc(Br)cc2)cc1	-3	3	5	-10	2	-4	5	-2	-0.5	-5
CC(=O)Nc1cccc(NC(=O)c2csc(C)c2)c1	1	-3	-8	-2	-5	-4	-3	0	-4.2	7
O=C(COc1nsnc1N1CCOCC1)Nc1ccccc1Cl	24	0	-2	0	11	9	-9	-2	-1.4	13
Cc1cc(OCCNCCO)cc(C)c1Cl	2	-2	4	9	1	-21	1	9	0.7	-5
Cc1cccnc1NC(=O)c1ccc(Cl)c(S(=O)(=O)N2CCCCCC2)c1	-20	-4	-2	-2	-20	-11	2	-1	-1.8	-4
CCC(C)Sc1ccc(-c2nc3cnccn3c2NC2CCCCC2)cc1 (centres undefined)	.	.	-5&-8	-4	-29	-23	2&2	-9&8	-0.3&0.7	-11&-9
CCCNC(=O)c1cc(C2CCCN(C(=O)c3cc(C(C)(C)C)nn3C)C2)on1 (centres undefined)	.	.	-1	.	.	.	1	-8	-0.2	4
O=C(COC(=O)CCc1ccc(S(=O)(=O)N2CCOCC2)cc1)Nc1ncc(C(F)(F)F)cc1Cl	19	2	-9	5	-1	-14	-3	0	-4.6	0
CCOc1ccc(-n2nc3c(SCCN4CCCC4)nnc(C)c3c2C)cc1	12	-4	-1	-3	-2	3	55*	3	7.5	-10
CCC(C)c1ccc(NC(=O)c2cccnc2)cc1 (centres undefined)	8	1	3	0	7	-12	-4	-1	0.3	-9
CC(C(=O)N1CCCc2c1c(=O)oc1ccc(O)cc21)N1CCc2ccccc2C1 (centres undefined)	56*	0	-34	-1	5	-24	.	-1	-0.4	.
CSc1ncc(-c2ccccc2)cn1	16	-1	4	-8	-3	-4	2	-1	-0.3	-6
NS(=O)(=O)c1ccc(CCNc2nn3c(-c4cccc(OC(F)(F)F)c4)cnc3s2)cc1	.	.	-7	.	.	.	17	1	-0.8	8
O=C(COC(=O)c1ccco1)Nc1nc2ccccc2s1	17	5	-25	-27	5	5	8	-8	-1.6	-4
Cn1cccc1-c1cc(C(=O)N/N=C/c2ccc(Cl)cc2)[nH]n1	-2	1	-2	-3	12	.	4	-1	0.9	-2
O=C(N/N=C/c1ccsc1)c1c[nH]c2ccccc12	4	-3	8	1	-4	.	-5	0	-0.3	6
CC(=O)Nc1cccc(-c2ccnc3c2CC(C(=O)NCCC(F)(F)F)O3)c1 (centres undefined)	.	.	-1	.	.	.	-1	-8	-0.1	7
O=C1CCOc2cc(OCc3ccccc3)ccc21	-18	-1	-6	-3	-3	-36	0	1	-4.0	2
COc1ccccc1NC(=O)Nc1ccc(Cl)c(S(=O)(=O)Nc2ccccc2OC)c1	7	2	-7	-128	23	4	5	0	-0.1	-3
CC(C)(C)C1CCC(C(=O)OCC(=O)Nc2ccc3[nH]c(=O)[nH]c3c2)CC1 (centres undefined)	-6	-4	-6	-5	14	12	4	-2	0.1	15
Cc1cccc2sc(N(CCCN3CCOCC3)C(=O)CS(=O)(=O)c3ccc(F)cc3)nc12	.	.	-14	-8	3	11&11	-6	-3	0.5	6
COc1ccc(NC(=O)C(CC(C)C)NC(=O)C2CCCCC2)c(OC)c1 (centres undefined)	-8	0	-18	-12	-2	8	-3	0	-0.5	10
CCOC(=O)N1CCN(C(=O)C2CCCN(S(=O)(=O)c3ccc(C)cc3)C2)CC1 (centres undefined)	21	5	-7	2	-3	-17	.	0	-0.2	.
O=C(NCCSc1ncc(-c2ccccc2)[nH]1)c1ccco1	.	.	13	1	4	12	3	1	2.0	-5
COc1ccc(S(=O)(=O)N2CCN(C(=O)COc3ccc(C)c(C)c3)CC2)cc1OC	1	-6	-10	1	1	-4	-9	-4	0.8	5
CC1=NN(c2ccccc2)C(=O)C1(C)[N+](=O)[O-] (centres undefined)	5	2	5	-2	2	-10	4	-1	0.1	1
Cc1ccc(NC(=O)N2C(=O)C3(OCCO3)c3ccccc32)cc1	25	0	1	3	7	-20	-1	0	0.2	6
O=C(O)COc1ccc(=O)n(-c2ccccc2)n1	13	-3	0	11	-7	0	-7	0	-0.3	4
NC(=O)c1cc([N+](=O)[O-])ccc1NCc1ccc(F)cc1	.	.	5	0	1	3	-26	0	0.3	15
Cc1ccc(S(=O)(=O)N2C[C@H]3C(=O)C[C@@H](c4ccccc4)N(S(=O)(=O)c4ccc(Br)cc4)[C@H]3C[C@H]2c2ccccc2)cc1	.	.	1	.	.	.	12	6	-0.6	5
O=S(=O)(c1ccc(Br)cc1)c1nc(-c2ccccc2)oc1N1CCOCC1	2	-3	-3	1	-3	0	4	-2	1.4	5
COc1ccc(CNc2cccc3[nH]c(C(F)(F)F)nc23)cc1OC	17	3	?	25	6	6	2	-11	-1.7	-11
